High-throughput results: PubChem BioAssay, National Center for Advancing Translational Sciences (NCATS)
AmpC detergent – qHTS Inhibitors of AmpC Beta-Lactamase (assay with detergent); P00811; AmpC hydrolysis of nitrocefin, absorbance 480 nm, 0.01% Triton; Potency, µM (highest dose often 114 µM), for inactives: top-dose activity change, negative = inhibition, hits mostly inhibitors; 0.041% of 370,000 active; AID 485294, 2010;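 note: 0% = no-compound wells and -100% = no-enzyme wells; nearly all actives have a fitted effect of over 25% in size; some results filed as inactive show a strong effect at the top dose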
Target sequence (P00811 whole entry, looked up): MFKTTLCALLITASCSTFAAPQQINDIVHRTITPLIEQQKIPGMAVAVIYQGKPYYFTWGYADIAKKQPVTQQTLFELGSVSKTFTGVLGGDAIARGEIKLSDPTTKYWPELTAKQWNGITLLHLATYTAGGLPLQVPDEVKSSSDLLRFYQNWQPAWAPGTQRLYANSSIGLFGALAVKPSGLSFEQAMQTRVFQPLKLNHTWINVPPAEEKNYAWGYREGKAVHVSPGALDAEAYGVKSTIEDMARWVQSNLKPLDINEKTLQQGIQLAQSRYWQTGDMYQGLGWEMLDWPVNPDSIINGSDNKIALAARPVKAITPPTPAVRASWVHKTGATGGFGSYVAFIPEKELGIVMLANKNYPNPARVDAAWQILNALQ
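20 mM phosphate pH 7.0 + 0.01% (detergent screen) or 0.0001% Triton X-100; 5.3 nM AmpC reagent; cpd preinc 15 min RT; nitrocefin (800 uM stock) to start; A480 q20 s × 4 min; Activity was normalised to no-enzyme and no-compound control wells.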
HCV inh – qHTS Assay for Inhibitors of Hepatitis C Virus (HCV). 3.4% of 340,000 active. Huh7.5.1 HCVcc-Cre infection, luciferase reporter, 44 h. AID 651820, 2012. Potency, µM (series often up to 41.8 µM), inactives show top-dose activity change, negative = inhibition, usual class: inhibitors
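Cells (1,000/well) were plated 4 h before compound, then infected with HCVcc-Cre virus (~0.5 moi). After 44 h further culture, infection was read as luciferase luminescence following a 15 min substrate incubation at room temperature.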
FBPA Giardia inh – qHTS Assay for Inhibitors of Fructose-1,6-bisphosphate Aldolase from Giardia Lamblia; purified Giardia FBPA; 0.71% of 290,000 active; Potency, µM (top dose mostly 59.6 µM), inactives show at the highest dose activity, negative = inhibition, most hits filed as inhibitors; note: nearly all actives have a fitted effect of over 55% in size
Target sequence (A8B2U2 whole entry, looked up): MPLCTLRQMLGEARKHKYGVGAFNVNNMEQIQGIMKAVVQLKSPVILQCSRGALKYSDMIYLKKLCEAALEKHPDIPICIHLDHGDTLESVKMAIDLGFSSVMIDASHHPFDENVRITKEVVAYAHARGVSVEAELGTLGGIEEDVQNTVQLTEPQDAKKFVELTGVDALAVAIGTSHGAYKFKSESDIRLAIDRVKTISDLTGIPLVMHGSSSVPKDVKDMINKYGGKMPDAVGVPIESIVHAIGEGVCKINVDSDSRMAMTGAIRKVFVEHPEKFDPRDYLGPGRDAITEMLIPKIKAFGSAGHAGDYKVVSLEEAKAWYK
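40 nM FBPA preincubated 10 min at RT with compound (up to 57.5 uM final), then substrate plus GAPDH/TPI/NAD/arsenate coupling and diaphorase/resazurin added. Fluorescence read after 20 min at RT, 525/598 nm.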
AmpC no deterg – qHTS Inhibitors of AmpC Beta-Lactamase (assay without detergent); AmpC nitrocefin hydrolysis, absorbance 480 nm, 0.0001% Triton; Potency, µM (highest dose often 57.1 µM), without a hit: at the top dose activity change, negative = inhibition, hits mostly inhibitors; 0.52% of 330,000 active; AID 485341, 2010; P00811;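 note: plate controls were no compound for no effect and no enzyme for full effect; nearly all actives have a fitted effect of over 20% in size; some results filed as inactive show a strong effect at the top dose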
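20 mM phosphate pH 7.0 + 0.01% (detergent screen) or 0.0001% Triton X-100; 5.3 nM AmpC reagent; cpd preinc 15 min RT; nitrocefin (800 uM stock) to start; A480 q20 s × 4 min; Activity was normalised to no-enzyme and no-compound control wells.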
Sm TGR block – qHTS Assay for the Inhibitors of Schistosoma Mansoni Peroxiredoxins | AID 485364, 2010 | Schistosoma mansoni thioredoxin glutathione reductase (TGR), Q962Y6 | 3% of 360,000 active | Potency, µM (series often up to 114 µM), for the others: top-dose activity change, negative = inhibition, hits mostly inhibitors | purified TGR, DTNB reduction, TNB absorbance 405 nm; note: nearly all actives have a fitted effect of over 60% in size
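TGR 20 nM + NADPH 100 uM (dispensed conc.), cpd preinc 15 min RT; start with NADPH (500 uM addition) then DTNB (15 mM addition). Kinetic TNB absorbance, 405 nm filter. Four-parameter Hill fit across titration.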
* hit, by the source's call; u = inconclusive; x = not tested or not shown; [ ] = remark or other dose. Calls come from the whole dose curve; as a rule, active = well fitted curve in the direction sought with a large enough effect; inconclusive = small, poorly fitted or top-dose-only effect, or another doubt; inactive = no such curve, though single readings can be large; an effect the other way counts as inactive or inconclusive. Unless noted, % is set by controls: 0 for no effect and ±100 for the full control effect; potency is the fitted concentration of half-maximal effect. Only part of the results is shown, so the mix of outcomes need not match the whole.

SMILES	AmpC detergent	HCV inh	FBPA Giardia inh	AmpC no deterg	Sm TGR block
CCOC(=O)c1ccc(N2Cc3ccccc3C2=NC(=O)c2cccc([N+](=O)[O-])c2)cc1	x	-6%	x	x	x
COc1cccc(CN2CCC(n3nccc3NC(=O)CCOc3ccccc3)CC2)c1O	x	u	x	x	x
COC(=O)c1ccccc1NC(=O)Cn1cnc2c(cnn2-c2ccc(C)c(C)c2)c1=O	x	5%	x	x	x
CNCC(=O)c1ccccc1	x	1%	x	x	x
COc1ccc2[nH]c(=O)c(-c3nnn(-c4ccc(Cl)nc4)n3)cc2c1	x	-6%	x	x	x
COc1ccc(-c2ccccc2)c2oc(-c3ccco3)cc(=O)c12	x	u	x	x	x
COC(=O)Oc1c(Br)c(=O)oc2ccccc12	x	10%	x	x	x
CC(=O)NO	x	-4%	-6%	x	x
COc1cc(/C=C/C(=O)O)ccc1O	x	20%	4%	x	x
O=C1CN2Cc3c(ccc(Cl)c3Cl)N=C2N1	x	11%	-2%	x	x
O=C1c2cccc(O)c2C(=O)c2c(O)cc(CO)cc21	x	3%	-9%	x	x
COC/C=C/C1=CC2=CC(=O)C(C)(OC(=O)c3cnc4ccccc4n3)C(=O)C2=CN1CC1CC1 (stereo not drawn)	x	-18%	u	x	x
CCN1CCCC1CNC(=O)c1cc(S(N)(=O)=O)ccc1OC (stereo not drawn)	x	-18%	-1%	x	x
CCOc1ccc(-c2cn3c(n2)sc2cc(C(=O)N4CCCC(C)C4)ccc23)cc1 (stereo not drawn)	0%	x	x	x	5%
CCC(C)NC(=O)C1CCN(C(=O)c2cc3sccc3n2Cc2ccc(Cl)cc2)CC1 (stereo not drawn)	-6%	x	x	x	10%
CCn1c(C(=O)N2CCC(C(=O)NCCc3ccccc3)CC2)cc2sccc21	-2%	x	x	x	-2%
Cc1ccc(CCNC(=O)c2cc3sccc3n2Cc2ccc(Cl)cc2)cc1	17%	x	x	x	-16%
COc1ccc(-c2cn3c(n2)sc2cc(C(=O)Nc4cc(OC)cc(OC)c4)ccc23)cc1	5%	x	x	x	-14%
CCN(CC)CCCNC(=O)c1ccc2c(c1)sc1nc(-c3ccc(C)cc3)cn12	15%	x	x	x	5%
CC(C)CCNC(=O)C1CCN(C(=O)c2cc3sccc3n2Cc2ccc(Cl)cc2)CC1	18%	x	x	x	7%
COc1ccc(-c2cn3c(n2)sc2cc(C(=O)NCCCN4CCCCC4)ccc23)cc1	-3%	x	x	x	-10%
CC1CCCCN1CCCNC(=O)c1ccc2c(c1)sc1nc(-c3ccc(F)cc3)cn12 (stereo not drawn)	2%	x	x	x	-3%
O=C(NCCCN1CCCCCC1)c1ccc2c(c1)sc1nc(-c3ccccc3)cn12	20%	x	x	x	4%
CCc1ccc(-c2cn3c(n2)sc2cc(C(=O)NC4CCCCC4)ccc23)cc1	20%	x	x	x	5%
CCOc1ccc(-c2cn3c(n2)sc2cc(C(=O)NCCCN(CC)CC)ccc23)cc1	3%	x	x	x	0%
CCN(CC)CCNC(=O)c1ccc2c(c1)sc1nc(-c3ccc(F)cc3)cn12	29%	x	x	x	1%
CCOc1ccc(-c2cn3c(n2)sc2cc(C(=O)NCCc4ccc(OC)cc4OC)ccc23)cc1	-4%	x	x	x	-2%
COCCCNC(=O)C1CCN(C(=O)c2cc3sccc3n2Cc2ccc(Cl)cc2)CC1	-6%	x	x	x	1%
COc1ccc(NC(=O)c2ccc3c(c2)sc2nc(-c4ccc(OC)cc4)cn23)cc1	20%	x	x	x	-3%
Cc1ccc(-c2cn3c(n2)sc2cc(C(=O)NCCCN4CCCCCC4)ccc23)cc1	4%	x	x	x	-11%
CCNC(=O)c1ccc2c(c1)sc1nc(-c3cccc(OC)c3)cn12	-8%	x	x	x	-7%
CCOc1ccc(-c2cn3c(n2)sc2cc(C(=O)NCCc4ccc(OC)c(OC)c4)ccc23)cc1	9%	x	x	x	-4%
O=C(NCCc1nc2ccccc2n1CCOc1ccc(Cl)cc1)C1CCCCC1	15%	x	x	x	-2%
Cc1ccc(-c2cn3c(n2)sc2cc(C(=O)NC(C)C45CC6CC(CC(C6)C4)C5)ccc23)cc1 (stereo not drawn)	-1%	x	x	x	1%
Cc1ccc(-c2cn3c(n2)sc2cc(C(=O)NCCC4=CCCCC4)ccc23)c(C)c1	4%	x	x	x	-11%
COc1ccc(-c2cn3c(n2)sc2cc(C(=O)NC4CCCCCC4)ccc23)cc1	14%	x	x	x	5%
COCCNC(=O)C1CCN(C(=O)c2cc3sccc3n2Cc2ccc(Cl)cc2)CC1	0%	x	x	x	-9%
CCN(CC)C(=O)[C@H]1C[C@H](CC(=O)NCc2cccc(C(F)(F)F)c2)C(=O)N2CCc3c([nH]c4cc(-c5ccco5)ccc34)[C@]12C	x	u	x	92%[activator]	x
C[C@H](NC(=O)c1nc[nH]c1C(=O)NC1CCNCC1)C(=O)OCc1ccccc1	x	-2%	x	-5%	x
COc1ccc(S(=O)(=O)N2CCOCC2)cc1NC(=O)COC(=O)c1ccc([N+](=O)[O-])s1	x	13%	x	-3%	x

A draw from above in order of molar mass, ascending:
SMILES	AmpC detergent	HCV inh	FBPA Giardia inh	AmpC no deterg	Sm TGR block
CCNC(=O)c1ccc2c(c1)sc1nc(-c3cccc(OC)c3)cn12	-8%	x	x	x	-7%
C[C@H](NC(=O)c1nc[nH]c1C(=O)NC1CCNCC1)C(=O)OCc1ccccc1	x	-2%	x	-5%	x
CCc1ccc(-c2cn3c(n2)sc2cc(C(=O)NC4CCCCC4)ccc23)cc1	20%	x	x	x	5%
CCN(CC)CCNC(=O)c1ccc2c(c1)sc1nc(-c3ccc(F)cc3)cn12	29%	x	x	x	1%
COc1ccc(-c2cn3c(n2)sc2cc(C(=O)NC4CCCCCC4)ccc23)cc1	14%	x	x	x	5%
O=C(NCCc1nc2ccccc2n1CCOc1ccc(Cl)cc1)C1CCCCC1	15%	x	x	x	-2%
COc1ccc(NC(=O)c2ccc3c(c2)sc2nc(-c4ccc(OC)cc4)cn23)cc1	20%	x	x	x	-3%
O=C(NCCCN1CCCCCC1)c1ccc2c(c1)sc1nc(-c3ccccc3)cn12	20%	x	x	x	4%
Cc1ccc(-c2cn3c(n2)sc2cc(C(=O)NCCCN4CCCCCC4)ccc23)cc1	4%	x	x	x	-11%
CCOc1ccc(-c2cn3c(n2)sc2cc(C(=O)NCCCN(CC)CC)ccc23)cc1	3%	x	x	x	0%
COCCNC(=O)C1CCN(C(=O)c2cc3sccc3n2Cc2ccc(Cl)cc2)CC1	0%	x	x	x	-9%
Cc1ccc(-c2cn3c(n2)sc2cc(C(=O)NC(C)C45CC6CC(CC(C6)C4)C5)ccc23)cc1 (stereo not drawn)	-1%	x	x	x	1%
COCCCNC(=O)C1CCN(C(=O)c2cc3sccc3n2Cc2ccc(Cl)cc2)CC1	-6%	x	x	x	1%
COc1ccc(S(=O)(=O)N2CCOCC2)cc1NC(=O)COC(=O)c1ccc([N+](=O)[O-])s1	x	13%	x	-3%	x
CCOc1ccc(-c2cn3c(n2)sc2cc(C(=O)NCCc4ccc(OC)c(OC)c4)ccc23)cc1	9%	x	x	x	-4%
CCN(CC)C(=O)[C@H]1C[C@H](CC(=O)NCc2cccc(C(F)(F)F)c2)C(=O)N2CCc3c([nH]c4cc(-c5ccco5)ccc34)[C@]12C	x	u	x	92%[activator]	x

(next part)
SMILES	AmpC detergent	HCV inh	FBPA Giardia inh	AmpC no deterg	Sm TGR block
COc1cc2sc(-c3ccccc3OC)c(-c3ccc(OCCN4CCOCC4)cc3)c2cc1OC	x	u	x	179%[activator]	x
CC(C)n1cnc2c(NCc3ccccc3)cc(OCC3CCN(C)CC3)cc21	x	u	x	186%[activator]	x
Cc1ccc(S(=O)(=O)N2[C@@H](c3ccc(Cl)c(Cl)c3)C(C(=O)O)=C[C@H]2C(C)(C)C)cc1	x	-3%	x	-26%	x
O=C(C[C@H]1C/C=C\C[C@H](NC(=O)OCC2c3ccccc3-c3ccccc32)C(=O)O[C@H](c2ccccc2)CNC1=O)N[C@H](CO)Cc1ccccc1	x	-5%	x	185%[activator]	x
O=C(COC(=O)c1ccc([N+](=O)[O-])s1)NNC(=O)c1ccccc1	x	15%	x	-12%	x
CCOc1ccc(C=NNc2ccc(S(=O)(=O)Nc3ccccc3C(=O)O)cc2[N+](=O)[O-])cc1OC	x	7%	x	-17%	x
CCC(C)C1/C=C\CC(NC(=O)OCC2c3ccccc3-c3ccccc32)CC(=O)N1Cc1ccccc1 (stereo not drawn)	x	u	x	-36%	x
COc1ccccc1-c1sc2ccccc2c1-c1ccc(OCCN2CCCCC2)cc1	x	u	x	79%[activator]	x
COCCCNC(=O)C[C@H]1C[C@H](C(=O)N2CCCCC2)[C@@]2(CCc3ccccc3)c3[nH]c4cc(CCC(=O)N(C)C)ccc4c3CCN2C1=O	x	u	x	165%[activator]	x
CC(C)[C@@H]1CN=C(N)N1C[C@@H]1CCCN1C[C@H](C)N1C[C@@H](Cc2ccccc2)N(CCc2ccc(Cl)c(Cl)c2)C1=N	x	0.56µM*	x	87%[activator]	x
COC(=O)C1OC(OC2CC[C@]3(C)C(CC[C@@]4(C)[C@@H]3CC=C3[C@@H]5CC(C)(C)CC[C@]5(C(=O)OC5OC(CO)C(O)C(O)C5O)CC[C@]34C)C2(C)C)C(O)C(O)C1O[C@H]1OCC(O)C(O)C1O (stereo partly drawn)	x	10µM*	x	22%	x
NC(=O)NC[C@@H]1CC[C@@H](Cc2ccc(-c3ccccc3)cc2)O1	x	-29%	x	105%[activator]	x
CCC[C@@H](CN1CCC[C@H]1CN1C(N)=NC[C@@H]1Cc1ccccc1)N1C[C@@H]([C@H](C)CC)N(CCCC2CCCC2)C1=N	x	u	x	99%[activator]	x
O=C(NCc1cccc(F)c1)c1cccc2c1C(=O)c1ccc(N3CCC(Cc4ccccc4)CC3)cc1S2(=O)=O	x	u	x	-46%	x
C=CCOc1ccc(C[C@H](N)C(=O)NC[C@H]2O[C@@H](n3cnc4c(N)ncnc43)[C@H](O)[C@@H]2O)cc1	x	0%	x	-5%	x
CC(C)n1cnc2c(NCc3ccccc3)cc(N[C@@H](CO)Cc3ccccc3)cc21	x	u	x	93%[activator]	x
COc1ccc2sc(-c3ccccc3OC)c(-c3ccc(OCCN4CCOCC4)cc3)c2c1	x	u	x	132%[activator]	x
O=c1c(-c2c(O)cc(O)c3c2O[C@H](c2ccc(O)cc2)CC3)c(-c2ccc(O)cc2)oc2cc(O)cc(O)c12	x	-7%	x	-27%	x
COc1ccccc1-c1sc2cc3c(cc2c1-c1ccc(OCCN2CCOCC2)cc1)OCO3	x	u	x	131%[activator]	x
O=C(N[C@H]1C/C=C\C[C@@H](CC(=O)N(CCO)Cc2ccccc2)C(=O)N2CCC[C@@H]2COC1=O)OCC1c2ccccc2-c2ccccc21	x	-14%	x	173%[activator]	x
Cc1cc(O)c2c(c1O)C(=O)[C@]13C(=C2O)C(=O)[C@@H]2[C@@H](O)[C@H]1[C@@H]1[C@H](O)[C@H]3C(=O)C3=C(O)c4c(O)cc(C)c(O)c4C(=O)[C@]312	x	5µM*	x	28µM*	x
